ASAP1 GAP inh: inhibitors of human ASAP1 ArfGAP activity | Q9ULH1 | ASAP1-stimulated ARF1 GTP hydrolysis, GDP FP detection | inhibition, % at 16.5 µM | hit rate 0.19% among 360,000; in the data active = inhibition above about 25%;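 note: 0% = vehicle with enzyme and substrate and 100% = no enzyme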
Target sequence (Q9ULH1 325-724 limits assumed): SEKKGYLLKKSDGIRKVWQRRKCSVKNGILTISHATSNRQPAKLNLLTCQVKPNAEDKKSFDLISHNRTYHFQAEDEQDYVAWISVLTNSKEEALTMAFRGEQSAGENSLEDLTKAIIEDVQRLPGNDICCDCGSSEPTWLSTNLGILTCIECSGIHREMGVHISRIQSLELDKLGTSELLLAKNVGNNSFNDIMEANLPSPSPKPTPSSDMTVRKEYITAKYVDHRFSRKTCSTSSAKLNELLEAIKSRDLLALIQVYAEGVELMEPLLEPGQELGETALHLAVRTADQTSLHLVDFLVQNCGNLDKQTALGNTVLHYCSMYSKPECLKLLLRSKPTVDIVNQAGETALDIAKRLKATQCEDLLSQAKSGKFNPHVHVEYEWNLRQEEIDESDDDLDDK
KLK7 zymogen act: activates the human kallikrein-7 zymogen | P49862 | purified proKLK7, EDANS-DABCYL substrate fluorescence; 100% is mature enzyme control, 0% vehicle | activation, % at 7 µM | hit rate 0.9% among 370,000 | AID 652039;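 active = activation above the mean of all tested compounds plus 3 SD, computed per campaign excluding outliers beyond control limits, cut at about 13% in these data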
ARFGAP1 inhibitor: inhibitors of rat ARFGAP1. Q62848. Arfgap1-stimulated ARF1 GTP hydrolysis, GDP FP detection. inhibition, % at 16.5 µM. hit rate 0.26% among 360,000;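 active = inhibition above a per-plate limit, mean inhibition of low control wells plus 3 SD, cut at about 25% in these data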;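 note: 0% = DMSO wells with enzyme and 100% = wells lacking Arfgap1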
Target sequence (Q62848 1-136 limits assumed): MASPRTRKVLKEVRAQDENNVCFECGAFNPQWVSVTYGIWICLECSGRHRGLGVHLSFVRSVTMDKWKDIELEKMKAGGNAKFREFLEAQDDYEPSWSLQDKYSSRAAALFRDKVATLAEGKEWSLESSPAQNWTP
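Replicates: Single well per compound | Assay system: Truncated rat Arfgap1 GAP domain | Control set: No-Arfgap1 wells (100%) versus DMSO full-reaction wells (0%) | Times: Enzyme reaction 120 min at 25 °C after 20 min preincubation | Reagent: Human ARF1(Δ1-17)-GTP substrate | Measured by: Tracer-displacement fluorescence polarization with EDTA stop, 620/688 nm | Measure: Percent inhibition of Arfgap1-stimulated GTP hydrolysis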
PLCg1 inh: inhibitors of human phospholipase C gamma1 | P19174 | purified PLC-gamma1, fluorogenic substrate, fluorescence | inhibition, % at 12.2 µM | hit rate 0.84% among 370,000; in the data active = inhibition above about 9.5%
LEDGF integ inh: blocks HIV-1 LEDGF/p75-dependent DNA integration. TR-FRET IN-LEDGF/p75 DNA integration, Eu/Cy5. inhibition, % at 3.7 µM. hit rate 0.64% among 370,000. AID 743269;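 active = inhibition above the screen-wide mean plus 3 SD, cut at about 13% in these data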;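 note: signal is the Cy5 over europium emission ratio at 671 and 618 nm; 0% = plate median of compound wells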
ADAM17 inh: ADAM17 inhibition, QFRET primary screen | P78536 | recombinant ADAM17, EDANS/DABCYL FRET peptide cleavage | inhibition, % at 6.95 µM | hit rate 0.83% among 370,000;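 active = inhibition above the mean of compounds lying between control limits plus 3 SD, set per campaign, cut at about 8.5% in these data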;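 note: 0% = DMSO-only wells as the low control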
DDE Tn7 FP inh: disrupts Tn7 cyclic peptide binding to fibrin D-Dimer-E complex; P02675; FP displacement of FITC-Tn7 peptide from fibrin DD(E); 0% = median of compound wells per plate; inhibition, % at 8.3 µM; hit rate 0.13% among 370,000;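 active = inhibition above the mean of compounds falling within the control limits plus 3 SD of them, cut at about 14% in these data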;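 note: 0% = plate median of compound wells and 100% = 10 µM Aha-Tn7 peptide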
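Test system – human fibrin DD(E) · Times – 10 min preincubation, 3 h with tracer, room temperature · Detection – fluorescence polarization of the labelled Tn7 tracer · Measure – percent inhibition normalized to high-control wells · Benchmarks – high control wells with 10 µM unlabelled Aha-Tn7 peptide (full inhibition) · Repeats – singlicate testing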
ADAM10 inh: inhibitors of human ADAM10. O14672. recombinant ADAM10, EDANS/DABCYL FRET peptide cleavage, 3 h. inhibition, % at 7 µM. hit rate 0.62% among 370,000. AID 720582;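 active = inhibition above a per-campaign cutoff equal to the mean of compounds falling between control-based bounds plus 3 SD, cut at about 20% in these data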;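 note: 0% = DMSO wells while the 100% control is not disclosed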
Target sequence (O14672 214-748 limits assumed): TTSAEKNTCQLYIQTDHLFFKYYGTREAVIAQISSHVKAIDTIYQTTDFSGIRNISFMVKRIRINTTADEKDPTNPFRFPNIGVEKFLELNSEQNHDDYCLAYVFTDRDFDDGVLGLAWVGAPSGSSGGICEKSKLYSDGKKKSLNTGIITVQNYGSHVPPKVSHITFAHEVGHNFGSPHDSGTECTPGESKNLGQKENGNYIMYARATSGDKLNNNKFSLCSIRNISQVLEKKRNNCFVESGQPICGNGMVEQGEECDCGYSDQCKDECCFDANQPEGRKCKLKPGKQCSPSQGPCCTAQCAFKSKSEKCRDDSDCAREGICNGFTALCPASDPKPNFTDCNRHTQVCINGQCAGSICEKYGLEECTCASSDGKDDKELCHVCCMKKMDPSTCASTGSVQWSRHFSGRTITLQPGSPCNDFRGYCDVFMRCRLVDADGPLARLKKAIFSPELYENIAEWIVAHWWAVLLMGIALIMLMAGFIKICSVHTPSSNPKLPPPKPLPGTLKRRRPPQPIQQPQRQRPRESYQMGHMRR
TDP2 absorb: blocks human TDP2 phosphodiesterase activity | O95551 | recombinant TDP2, T5PNP hydrolysis, p-nitrophenol absorbance 415 nm | inhibition, % at 12.8 µM | hit rate 0.34% among 370,000 | AID 720702;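 active = inhibition above the mean of all tested compounds plus 3 SD, set per campaign, cut at about 25% in these data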;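 note: 0% = DMSO with enzyme and 100% = buffer with substrate but no TDP2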
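Material: recombinant human TDP2; quantity: TDP2 enzyme at 120 nM final; medium: Tris-HCl pH 7.5 with MgCl2; compound: single concentration, 12.8 µM nominal, with 1% DMSO; incubation: 2 h enzyme incubation at 37 °C; signal: epi absorbance; measure: percent inhibition; benchmarks: high control without enzyme, low control DMSO plus TDP2; repeats: singlicate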
Tn6 DDE FP: disrupts Tn6 cyclic peptide binding to fibrin D-Dimer-E complex | P02675 | AID 720509 | Fibrin DD(E) TRITC-Tn6 fluorescence polarization displacement | hit rate 0.21% among 370,000 | inhibition, % at 8.3 µM;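 active = inhibition above a per-campaign cutoff: mean of compounds within control limits plus 3 SD, cut at about 15% in these data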;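 note: 0% = median of all compound wells on the plate and 100% = blocking peptide control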
* marks the source's active call; other numbers are inactive results. An unsorted share of the library. About 4.2% of those tested had a hit in this group.

SMILES	ASAP1 GAP inh	KLK7 zymogen act	ARFGAP1 inhibitor	PLCg1 inh	LEDGF integ inh	ADAM17 inh	DDE Tn7 FP inh	ADAM10 inh	TDP2 absorb	Tn6 DDE FP
COc1ccc(C(CNC(=O)c2ccc(OC)c(S(=O)(=O)N3CCCC3)c2)N2CCCC2)cc1 (stereo not drawn)	-3.4	-0.5	7.3	0.8	-1.5	-2.1	-1.1	-12.7	-2.8	10.2
COc1ccccc1NC(=S)N1CCNC(=O)C1CC(=O)Nc1cccc(C)c1 (stereo not drawn)	-4.7	0.1	6.6	0.4	-2.6	-3.3	-4.4	-1.3	12.7	-5.2
COc1ccc2[nH]c3c(c2c1)CCN1C(=O)C(CC(=O)NCCc2ccccn2)C[C@H](C(=O)N2CCCCC2)[C@@]31CCc1ccccc1 (stereo partly drawn)	-10.0	0.6	2.8	-1.5	-0.1	-1.7	7.0	8.8	-1.3	-4.6
Cc1cc(C)n2nc(Cc3ccccc3)nc2n1	-6.0	0.7	5.0	-0.3	-1.3	-3.2	-0.5	0.9	-2.4	3.6
COc1ccc2oc(C(=O)N3CCN(C(c4ccccc4)c4ccccc4)CC3)c(C)c2c1	-8.5	0.4	3.8	-0.7	1.2	0.7	0.3	-1.4	-2.6	7.0
C=CCOc1cccn2c(N(C=O)Cc3ccc(OC)cc3)c(CC)nc12	0.0	-0.3	-1.5	-5.9	-0.1	-2.7	2.3	-6.3	2.7	-4.7
Cc1cc(N2CCN(C(=O)OC(C)(C)C)C[C@@H]2C)ccc1N1CCN(Cc2ccccc2)[C@@H](C)C1	-5.4	0.3	0.4	0.1	-3.3	-0.4	0.5	-4.2	-7.0	-0.8
COC(=O)c1ccccc1NC(=O)C1CC(=O)N(c2ccc(F)cc2)C1 (stereo not drawn)	1.8	-0.2	7.2	2.0	-2.8	-1.2	-0.4	10.5	-6.6	2.7
Cc1ccc(Cn2ncc3c(N4CCN(C)CC4)ncnc32)cc1	12.1	0.0	10.7	9.2	-1.3	-4.5	1.4	-10.3	-15.1	1.2
COc1ccc(C(=O)NCCCN2CCN(CCCNC(=O)c3ccc(OC)c(OC)c3)CC2)cc1OC	0.9	0.2	-6.1	0.0	-2.3	-3.1	-2.6	-3.4	-2.5	1.2
CC1(C)Cc2c(sc(NC(=O)c3ccc(C(=O)c4ccccc4)cc3)c2C#N)C(C)(C)N1	-3.4	15.0*	-8.1	-3.1	-2.5	1.2	4.5	0.7	5.7	-4.9
COc1ccccc1CC(=O)Nc1ccc2[nH]ncc2c1	11.2	0.7	2.5	2.8	0.0	-0.9	2.0	-3.9	-7.6	-0.9
O=C(CCNS(=O)(=O)c1ccccc1C(F)(F)F)NCCCN1CCOCC1	7.4	-0.4	6.7	-1.9	-3.6	-1.1	6.5	-12.4	-9.0	-2.4
CC(=O)c1ccc(CCCCc2ccc(C(C)=O)cc2)cc1	24.7*	0.6	-7.3	1.9	2.3	3.9	5.2	-0.2	-3.5	3.4
Cc1ccc(S(=O)(=O)N2CCC(c3nc4c(nnn4Cc4ccccc4)c(=O)[nH]3)CC2)cc1	-1.6	0.3	-4.5	3.5	0.4	3.9	-3.8	4.8	-5.0	4.9
O=C(NCC(=O)N1CCOCC1)c1ccc(Cl)cc1	2.6	-0.8	-3.7	1.3	-1.8	0.9	0.3	-4.4	-4.8	11.3
COCCNC(=O)C1(C)CCCN(Cc2cc(-c3ccccc3)n(C)n2)C1 (stereo not drawn)	-1.2	0.2	-3.8	-1.7	-0.8	-0.5	2.0	-1.5	-6.9	6.6
CS(=O)(=O)c1cccc(C(=O)Oc2ccccc2)c1	11.1	0.4	-5.1	5.8	1.2	2.9	0.6	4.7	2.0	8.0
COC(=O)c1c(C)cc(O)cc1O	-2.3	0.6	6.6	-1.2	-1.6	-3.0	-3.8	-12.8	4.6	2.1
O=C(CN1CC[n+]2c(-c3cccs3)csc21)c1ccc(Br)cc1	-5.0	0.0	15.6	-2.6	1.8	-1.5	10.7	2.7	1.5	-9.2

Limited to ARFGAP1 inhibitor and LEDGF integ inh, for some of the entries so far:
Compound	ARFGAP1 inhibitor	LEDGF integ inh
CC1(C)Cc2c(sc(NC(=O)c3ccc(C(=O)c4ccccc4)cc3)c2C#N)C(C)(C)N1	-8.1	-2.5
COc1ccccc1CC(=O)Nc1ccc2[nH]ncc2c1	2.5	0.0

The listing picks up, starting 2 compounds before the break.
SMILES	ASAP1 GAP inh	KLK7 zymogen act	ARFGAP1 inhibitor	PLCg1 inh	LEDGF integ inh	ADAM17 inh	DDE Tn7 FP inh	ADAM10 inh	TDP2 absorb	Tn6 DDE FP
COC(=O)c1c(C)cc(O)cc1O	-2.3	0.6	6.6	-1.2	-1.6	-3.0	-3.8	-12.8	4.6	2.1
O=C(CN1CC[n+]2c(-c3cccs3)csc21)c1ccc(Br)cc1	-5.0	0.0	15.6	-2.6	1.8	-1.5	10.7	2.7	1.5	-9.2
Cc1cc(C)n2cc(-c3ccc(Cl)cc3)c(C(=O)O)c2n1	10.7	0.0	0.6	-57.6	-1.6	-4.3	0.1	-12.1	9.6	-9.3
NS(=O)(=O)c1cc2c(cc1Cl)NC(Cc1ccccc1)NS2(=O)=O (stereo not drawn)	3.0	-0.5	3.5	-1.9	-2.9	-5.9	1.1	2.3	-9.7	0.5
Cc1ccc(NC(=O)COCC(=O)Nc2ccc(C)cc2)cc1	5.0	1.1	20.0	1.1	6.5	2.1	-1.4	9.0	-2.7	-9.5
CCOC(=O)Nc1ccc2c(c1)ncn2C1CCCCC1	-1.4	-0.2	7.4	-3.8	-2.6	-9.1	-2.5	0.7	2.2	4.4
O=C(NCC(=O)c1ccccc1)OCc1ccc([N+](=O)[O-])cc1	-5.8	-0.5	5.5	5.2	4.3	1.9	-8.8	1.8	3.1	-3.8
CCCS(=O)(=O)c1nc(S(=O)(=O)c2ccc(C)cc2)c(NCCCN2CCOCC2)s1	12.1	0.0	-0.2	-1.6	0.1	-4.2	5.2	2.0	-1.7	-8.6
Cc1noc(C)c1COc1cccc(C(=O)Nc2ccc3c(c2)OCO3)c1	7.3	0.2	9.2	-1.6	-4.9	-1.4	-2.3	-7.2	-4.8	-6.0
O=[N+]([O-])c1ccc(Cc2ccccn2)cc1	-20.3	0.1	5.5	3.5	1.0	-2.2	-5.6	4.2	-4.5	1.9
CCCCn1c(N)c(N(CC(C)C)C(=O)CSc2nnc(C)n2-c2ccccc2)c(=O)[nH]c1=O	-3.0	-0.3	-8.2	0.7	-4.7	-1.6	-3.3	-24.0	-13.0	-3.8
O/N=C/c1ccc2ccccc2c1	-18.3	0.2	-1.1	2.6	3.5	-0.9	-0.3	-3.6	3.3	1.9
Clc1ccc(Nc2ccc3ccccc3n2)cc1	12.0	0.6	16.3	-56.2	-2.6	-32.8	1.8	-84.2	-16.3	3.5
Cn1c(=O)c2c(nc(-n3ccnc3)n2Cc2ccc(Cl)cc2Cl)n(C)c1=O	-4.5	0.3	-7.4	-0.7	-0.6	-4.4	1.6	5.1	5.3	5.6
Cc1ccn2c(=O)nc(SCC(=O)N3CCCCCC3)nc2c1	4.0	0.3	-6.8	-0.2	2.5	-1.9	-0.9	-5.6	6.9	6.4
COc1ccc(/C=C/C(=O)NCC(c2ccc(F)cc2)N2CCOCC2)cc1OC (stereo not drawn)	-11.6	1.3	-2.9	-7.6	1.7	-15.3	5.8	-43.1	5.5	-4.1
Cc1cc(OCC(=O)NNC(=O)c2cccs2)ccc1Br	-3.8	0.0	2.3	4.5	-1.2	-1.5	4.5	2.4	3.0	-2.9
CCCNC(=O)c1nn2cc(Br)cnc2c1Br	1.4	0.2	-6.4	-2.2	-3.5	-0.5	-2.4	-7.5	2.7	-3.2
Cc1ccccc1C(=O)N1CCC(C(=O)Nc2ccccc2Cl)CC1	-5.7	0.1	1.6	0.8	3.2	4.2	2.3	-2.0	-5.8	5.3
O=C(CCn1c(=S)[nH]c2ccccc2c1=O)Nc1cccc(Cl)c1	-17.7	1.1	9.2	9.4	3.7	5.8	4.4	-0.5	-11.4	-7.0
NC1=NC(=O)/C(=C/c2cccc(-c3ccc(S(N)(=O)=O)cc3)c2)S1	-2.8	0.4	27.7*	-9.4	0.8	-15.4	1.4	-54.0	-5.5	0.3
O=C(CSc1cc(Cl)ccc1Cl)Nc1ccc(N2CCOCC2)cc1	5.0	0.1	-8.7	0.3	-2.8	-1.2	8.3	-8.5	-3.7	2.7
COC(=O)c1ccccc1NC(=O)CN(C)Cc1ccccc1	8.2	0.5	8.4	1.7	-4.7	-0.7	7.8	-5.0	-12.6	-9.2
Cc1cc2c(cc1C)CSC(c1ccc(O)cc1)SC2	11.8	0.6	-18.2	0.8	2.0	4.8	-0.5	14.9	-6.6	0.1
CC(=O)N1CCCc2cc(S(=O)(=O)N(CC(C)C)CC(C)C)ccc21	8.3	-0.1	-10.7	4.5	-0.1	-1.2	1.8	3.1	7.9	-2.0
Cc1cc(Nc2ccc([N+](=O)[O-])cc2)nc2ccccc12	-10.6	0.1	1.7	-13.1	0.2	2.5	-8.4	4.7	-10.1	-6.2
CN(C)c1nc2n(c(=O)n1)C(C#N)CS2 (stereo not drawn)	-3.8	-0.3	-6.8	-0.5	0.0	-3.3	-1.3	-3.2	1.3	10.5
O=C(CSc1nnc(-c2ccccc2F)n1C1CC1)Nc1cccnc1Cl	4.5	-0.3	4.1	4.3	6.5	-1.2	-11.7	2.4	-6.4	-0.2
CCOC(=O)N1CCN(C(=O)c2ccc(CS(=O)c3ccccc3)o2)CC1 (stereo not drawn)	-2.7	-0.5	9.7	-1.1	-0.8	-8.1	-3.5	-1.6	-1.8	-0.1
CCC(=O)Nc1ccc(C(=O)COC(=O)Cc2ccsc2)cc1	-4.8	2.5	11.2	-20.3	0.4	-4.1	3.0	-15.8	-3.1	3.6
Cc1cc(SC(C)C(=O)Nc2ncc(Cl)cc2Cl)nc2ccccc12 (stereo not drawn)	6.2	-0.8	-1.7	7.2	-1.9	1.5	-10.8	2.6	-6.1	2.7
COCCNC(=O)COc1cc(=O)n(C)c2ccccc12	-16.0	-0.2	-2.7	-2.1	-5.1	2.4	-0.7	-0.5	0.8	7.8
CCc1ccc(NC(=O)CS(=O)CC(=O)NCCCc2ccccc2)cc1 (stereo not drawn)	-8.0	0.6	-12.1	0.7	1.9	0.3	-9.4	-2.7	-11.6	2.6
